BoNT-A LC inh2 = inhibitors of Botulinum neurotoxin A light chain protease; multiplex microsphere protease substrate cleavage, flow cytometry; inhibition, % at 10 µM; actives 0.17% (n = 360,000); AID 588499; further: plate controls were buffer without enzyme for full effect and enzyme alone for no effect
Mtb BioA inh = blocks M. tuberculosis BioA enzyme activity. purified M. tuberculosis BioA enzyme, plate reader. inhibition, % at 9.99 µM. actives 0.096% (n = 360,000); in the data active means inhibition above about 40%; inconclusive means no clear call, values can overlap the other calls
PfHsp40 yeast = rescue of PfHsp40-mediated yeast toxicity; S. cerevisiae expressing PfHsp40, growth rescue, ATP luminescence; growth rescue, % at 12.5 µM; actives 0.68% (n = 340,000); AID 504582; in the data active means growth rescue above about 28%, passing the limit was not always enough; inconclusive means no clear call, values can overlap the other calls;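 further: yeast W303a lacking pdr1 and pdr3 grown in galactose medium; growth measured after three days at 30 °C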
Mtb FBA inh = Mtb fructose-bisphosphate aldolase inhibition. purified M. tuberculosis FBA, fluorescence read-out. AID 588726. inhibition, % at 1 µM. actives 2.3% (n = 360,000). P9WQA3; in the data active means inhibition above about 27%;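 further: 0% = vehicle and 100% = reference inhibitor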
Target sequence (P9WQA3 whole entry, looked up): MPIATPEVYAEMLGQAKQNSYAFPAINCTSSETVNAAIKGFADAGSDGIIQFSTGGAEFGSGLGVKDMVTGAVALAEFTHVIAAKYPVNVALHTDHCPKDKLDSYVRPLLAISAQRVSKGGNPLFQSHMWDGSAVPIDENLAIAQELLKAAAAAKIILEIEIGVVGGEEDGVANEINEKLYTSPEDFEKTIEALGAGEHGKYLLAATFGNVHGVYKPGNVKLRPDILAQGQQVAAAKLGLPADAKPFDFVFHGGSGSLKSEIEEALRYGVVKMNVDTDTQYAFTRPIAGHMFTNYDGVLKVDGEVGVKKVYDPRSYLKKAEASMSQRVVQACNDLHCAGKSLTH
Mtb UGM inh = inhibitors of M. tuberculosis UDP-galactopyranose mutase; P9WIQ1; purified UGM, fluorescence polarization probe displacement; inhibition, % at 10 µM; actives 0.06% (n = 320,000); in the data active means inhibition above about 10%, passing the limit was not always enough; inconclusive means no clear call, values can overlap the other calls
Target sequence (P9WIQ1 whole entry, looked up): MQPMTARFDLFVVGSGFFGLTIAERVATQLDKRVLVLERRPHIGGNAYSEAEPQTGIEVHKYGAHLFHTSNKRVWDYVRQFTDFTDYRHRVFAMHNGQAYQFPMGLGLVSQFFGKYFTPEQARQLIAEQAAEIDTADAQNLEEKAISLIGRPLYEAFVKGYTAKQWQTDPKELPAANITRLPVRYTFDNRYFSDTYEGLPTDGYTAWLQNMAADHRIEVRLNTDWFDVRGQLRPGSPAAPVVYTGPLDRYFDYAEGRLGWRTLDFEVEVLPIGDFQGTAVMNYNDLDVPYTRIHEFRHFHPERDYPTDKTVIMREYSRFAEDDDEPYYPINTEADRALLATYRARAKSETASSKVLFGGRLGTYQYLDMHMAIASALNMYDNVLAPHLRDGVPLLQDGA
GDH-TPI counter = counter-screen for M. tuberculosis FBA inhibitors: GDH-TPI coupled enzymes | GDH-TPI coupled enzyme counterscreen, NADH absorbance | inhibition, % at 4.8 µM | actives 1.2% (n = 360,000); in the data active means inhibition above about 30%;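 further: 0% = DMSO wells and 100% = wells lacking the enzyme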
FadD28 binding = inhibitors of Mycobacterium tuberculosis FadD28 bisubstrate binding | actives 0.22% (n = 360,000) | inhibition, % at 12.5 µM | AID 588549 | FadD28 bisubstrate probe binding, fluorescence polarization; in the data active means inhibition above about 8.5%, passing the limit was not always enough; inconclusive means no clear call, values can overlap the other calls
BoNT-F LC inh = blocks Botulinum neurotoxin F light chain protease. AID 588497. actives 0.22% (n = 360,000). inhibition, % at 10 µM. Multiplex microsphere protease cleavage assay, flow cytometry; in the data active means inhibition above about 35%, passing the limit was not always enough; inconclusive means no clear call, values can overlap the other calls; further: plate controls were buffer without enzyme for full effect and enzyme alone for no effect
Anthrax LF inh2 = anthrax lethal factor protease inhibition; P15917; multiplex microsphere protease cleavage assay, LF; actives 0.12% (n = 360,000); inhibition, % at 10 µM; AID 588501; further: plate controls were buffer without enzyme for full effect and enzyme alone for no effect
An asterisk follows results filed as active; u = inconclusive; x = no result given. Unless noted, no stated cut-off is given here; in the data, active means inhibition above about 30%; inconclusive means no clear call, values can overlap the other calls; inactive means below that.

SMILES	BoNT-A LC inh2	Mtb BioA inh	PfHsp40 yeast	Mtb FBA inh	Mtb UGM inh	GDH-TPI counter	FadD28 binding	BoNT-F LC inh	Anthrax LF inh2
Cc1oc(C)c(C(=O)Nc2ccc(CC(=O)O)cc2)c1C(=O)Nc1ccc(CC(=O)O)cc1	-0.8	-0.6	1.7	48*	7.0	-3	-2.3	u	4
Cc1ccc(C)c(S(=O)(=O)N=Nc2c(O)[nH]c3ccccc23)c1	-0.5	x	-1.7	1	-0.2	3	-1.7	-2	-2
Clc1ccc(-c2nnc(NC3=NCCCCC3)o2)cc1	0.0	0.7	0.3	-8	-1.0	18	-2.5	8	2
CCc1cc(=O)oc2cc(OCC(=O)N3CC[C@@]4(O)CCCC[C@H]4C3)ccc12	-0.5	-1.2	-0.3	30*	-2.7	28	0.5	-7	-2
COc1ccc2c(c1)c(C(=O)N/N=C/c1ccc(Cl)cc1)c(C)n2C	-7.3	x	-1.0	5	1.2	19	-1.1	u	13
COc1cccc(Oc2ccc(C(F)(F)F)cc2N)c1	-0.5	x	0.4	-3	-0.6	5	-0.6	-11	-2
CC(=O)Nc1ccc(S(=O)(=O)NCCC(=O)NCC2COc3ccccc3O2)cc1 (stereo unspecified)	-1.4	1.2	0.8	-1	1.6	0	0.2	-1	-3
COc1cc(/C=N/n2c(-c3ccccc3)n[nH]c2=S)ccc1O	-0.7	x	1.5	-4	-3.1	15	-2.3	-4	1
COc1cc(NC(=O)c2onc(C)c2Cl)cc(OC)c1OC	-0.8	24	0.7	1	0.5	5	0.9	6	16
Cc1oc(-c2cc3c(cc2Cl)OCO3)nc1CN1CCCC1c1ccc(F)cc1 (stereo unspecified)	-3.8	x	1.3	0	-0.8	5	-0.4	-12	0
O=Cc1ccc(OC2OCCOC2Oc2ccc(C=O)cc2)cc1 (stereo unspecified)	0.2	x	-0.6	-2	-1.6	1	-3.5	0	-1
N#CC1=C(N)Oc2ccccc2C12C(=O)Nc1n[nH]c(-c3ccccc3)c12 (stereo unspecified)	0.1	-0.3	-1.1	-1	-1.4	-3	-2.8	-3	0
CCN(CC)C(=O)C(c1ccccc1)S(=O)(=O)N1CCOCC1 (stereo unspecified)	-0.3	-1.0	x	4	x	9	-4.5	2	9
COc1cccc(NC(=O)C2(C)CCN2Cc2ccc3ccccc3c2)c1 (stereo unspecified)	0.0	-1.2	x	-2	x	-4	-2.4	-7	-12
COC(=O)CSc1nc(C)c2c(n1)CCCC2	-0.1	x	-2.2	3	-2.1	-1	-3.1	1	4
Cc1ccc(C)n1-c1ccc(C#N)cn1	0.2	x	0.6	15	x	4	-3.2	-1	-6
CCCCCCN1C[C@H](n2cc(-c3ccc(F)cc3)nn2)[C@@H](O)C[C@@H]1c1ccc(C)cc1	-0.1	-1.7	x	-2	x	5	-4.7	0	-5
CC(=O)N1CCC(=NNc2nc3ccccc3s2)CC1	0.1	-1.9	-0.7	3	0.9	6	0.7	2	-1
O=C1CSC(=S)N1/N=C/c1ccc(O)c(O)c1O	-3.0	-0.6	23	-2	1.1	25	9.4*	-8	-3
Cc1ccc(-n2[nH]c(C)c(/C=N/n3c(C)nc4ccccc4c3=O)c2=O)cc1	-0.2	-0.4	0.1	8	-1.0	5	1.0	-14	0
O=C(Nc1ccc2c(c1)[C@@H]1C[C@@H](CC(=O)N3CCCCC3)O[C@@H](CO)[C@@H]1O2)NC1CCCCC1	0.1	0.6	x	2	x	13	-1.1	-2	-5
Cc1ccc(NC(=O)CS(=O)CC(=O)NCCCc2ccccc2)cc1Cl (stereo unspecified)	0.4	-1.6	0.5	2	0.4	4	2.2	-3	-5
Cc1ccc(C(C(=O)NCC2CCCO2)N(C(=O)c2snc(C(N)=O)c2N)c2ccc(F)cc2)o1 (stereo unspecified)	-0.7	-1.4	-0.8	9	0.9	5	-0.1	3	2
CC/C(C)=N/Nc1ccc(S(=O)(=O)N2CCCC2)cc1[N+](=O)[O-]	-0.6	-0.9	0.0	1	-0.3	1	-2.9	-3	-5
NS(=O)(=O)c1ccc(NC(=O)COc2ncnc3sccc23)cc1	0.2	-0.7	-0.4	1	-1.9	3	-4.3	-4	-3
O=C(Cn1nnc2ccccc2c1=O)N[C@@H](Cc1c[nH]c2ccccc12)C(=O)O	-0.7	-0.2	1.0	0	0.6	7	-1.6	1	-2
CC1CCCN(c2ccc(C(=O)NCc3ccco3)cc2[N+](=O)[O-])C1 (stereo unspecified)	-0.8	x	5.9	1	1.0	8	1.5	-6	-2
O=C(COc1ccc2ccccc2c1Br)N1CCN(c2ccccn2)CC1	1.8	11	-0.3	-1	4.4	-7	-2.6	1	-1
CN1C(=O)C(CC(=O)Nc2ccc(F)cc2)N(CCCc2ccccc2)C1=S (stereo unspecified)	0.6	3.9	2.0	0	2.6	-9	-9.6	9	-2
COc1ccc(C(OC(=O)c2ccco2)C(=O)NC2CCCCC2)cc1 (stereo unspecified)	-0.3	-1.0	0.2	-2	-1.7	6	-1.6	1	-1
CCN1CCN(c2ccc(S(=O)(=O)N3CCOCC3)cc2NC(=O)CCC(C)C)CC1	-0.5	-0.4	-0.8	0	-3.1	3	-0.7	-3	4
CCOc1ccc(CNC(=O)C(C)n2ccc3cc(S(=O)(=O)N4CCCC4)ccc32)cc1 (stereo unspecified)	-0.3	-0.1	-0.1	6	1.6	2	-1.4	4	-1
CCCCn1c(NS(=O)(=O)c2ccccc2)c(S(=O)(=O)c2ccc(C)cc2)c2nc3ccccc3nc21	3.7	x	-0.7	4	-0.3	15	u	-10	0
Cc1ccc(-c2nc3ccccc3c(=O)n2-c2ccc(Br)cn2)cc1	-0.2	x	1.0	27*	-0.1	4	0.8	-3	1
COc1ccc(CCNC(=O)c2cccc(S(=O)(=O)N3CCCC3)c2)cc1OC	-1.6	-1.1	0.1	-3	-1.8	-3	x	0	-1
CC1(c2nnc(-c3cccc(Cl)c3)o2)CC(c2ccc(F)cc2)=NO1 (stereo unspecified)	0.3	0.2	1.3	-1	-0.8	3	-4.1	-6	3
COc1cc(OC)cc(C(=O)N2CCN(c3ccccc3F)CC2)c1	0.4	1.9	-1.3	-7	-2.4	-3	-3.0	16	0
Clc1nc(N2CCOCC2)ncc1Br	0.3	x	0.2	1	-3.8	0	-0.8	-2	-3
CC1CCN(c2c(NCc3ccc(C(=O)N4CCN(C5CCCCC5)CC4)cc3)c(=O)c2=O)CC1	-0.7	0.9	0.1	-2	1.1	0	-2.0	-12	-12
CCCn1nnc2c(=O)oc3ccccc3c21	-0.6	x	-1.2	-2	0.2	4	-0.5	0	-1
Cc1cc(Cl)ccc1OCC(=O)Nc1ccc2oc(=O)ccc2c1	-2.0	-1.3	-1.6	3	-0.6	-7	-4.0	-2	7
Cc1ccc(NC(=O)c2oc3ccccc3c2COC(C)C)cc1S(=O)(=O)N1CCOCC1	0.2	0.1	-0.7	-4	-2.1	1	-3.2	-4	-2
CN(C)c1ccc(/C=N/N2CCN(Cc3ccccc3Cl)CC2)cc1	1.0	0.9	0.7	-2	-0.2	1	1.1	-3	-20
CCCCN1C(=O)C(=O)N(CC(=O)Nc2cc(S(=O)(=O)N(C)C)ccc2C)C1=O	x	0.2	0.9	2	-0.6	1	-2.8	x	x
[O-]/C(=C(\C(=S)Nc1cccc2ccccc12)[n+]1cccc(CO)c1)c1ccc(Cl)s1	4.2	x	0.3	31*	x	3	-3.6	-9	-5
CN(CCc1ccccn1)C(=O)CCNC(=O)Cn1cnc2ccccc2c1=O	-0.1	-0.4	2.4	4	-2.7	6	0.4	14	0
COc1ccc(N2CC(C(=O)Nc3ccc4c(c3)OCO4)CC2=O)cc1 (stereo unspecified)	-1.2	-2.6	-0.5	-1	-0.2	0	0.2	-15	-3
Cc1ccc([C@H]2C(C(=O)O)=C[C@@H](CC3CCCC3)N2S(=O)(=O)c2ccc(C)cc2)cc1	-0.4	2.8	1.6	-1	x	6	-4.3	-2	-6
COc1cccc(/C=C2\SC(=S)N(N3C(=O)CCCC3=O)C2=O)c1	0.4	1.4	u	1	0.3	0	-2.5	-7	-4
COC(=O)c1ccc2nc(-c3ccco3)c(Cc3ccccc3)n2c1	1.0	0.0	x	25	x	x	-4.9	-4	2
Cc1cc(C)nc(SC(C(=O)O)c2ccccc2)n1 (stereo unspecified)	1.0	x	-0.7	3	0.3	7	-0.8	10	3
CCOc1ccc2c(c1)C(=NNC(=O)c1ccncc1)c1cc(OCC)ccc1-2	-0.4	x	1.3	-2	-0.2	5	-0.6	-6	0
COc1ccccc1/C=N/NC(=O)c1ccc2c(c1)OCO2	0.3	2.1	-0.1	-5	-0.3	28	-4.6	3	0
Cc1c(Cl)ccc(S(=O)(=O)N2CCN(C)CC2)c1Cl	-0.1	0.2	x	0	x	5	-0.9	-6	-8
Cc1cc(=O)[nH]c(N/N=C/c2cc(C)n(-c3ccccc3)c2C)n1	-0.9	-1.1	0.0	-1	-1.1	43*	-2.5	-5	-5
CCOC(=O)C[C@H]1c2ccccc2S(=O)(=O)N1Cc1ccc(Cl)cc1	-0.8	0.3	1.2	-1	-0.5	5	-2.5	-5	-1
COc1ccccc1-c1cc(-c2cc(Cl)ccc2O)n[nH]1	0.7	-1.0	1.5	0	-1.3	-2	-1.5	1	2
Cc1nc(C)c(C(=O)OC(C)C(=O)Nc2ccc(F)cc2)s1 (stereo unspecified)	x	0.9	-0.4	0	x	-3	-1.4	x	x
Cc1ccc(C(=O)CN2CCC(NC(=O)C3CCCCC3)CC2)cc1	2.1	0.0	-0.9	0	-0.3	1	-4.0	8	-1
O=C(c1ccco1)N(Cc1ccco1)c1ccc(O)cc1	-0.5	0.9	0.8	2	0.3	-6	-2.9	9	-2

Structural class: the compounds so far containing bromine.
SMILES	BoNT-A LC inh2	Mtb BioA inh	PfHsp40 yeast	Mtb FBA inh	Mtb UGM inh	GDH-TPI counter	FadD28 binding	BoNT-F LC inh	Anthrax LF inh2
O=C(COc1ccc2ccccc2c1Br)N1CCN(c2ccccn2)CC1	1.8	11	-0.3	-1	4.4	-7	-2.6	1	-1
Cc1ccc(-c2nc3ccccc3c(=O)n2-c2ccc(Br)cn2)cc1	-0.2	x	1.0	27*	-0.1	4	0.8	-3	1
Clc1nc(N2CCOCC2)ncc1Br	0.3	x	0.2	1	-3.8	0	-0.8	-2	-3

The results go on:
SMILES	BoNT-A LC inh2	Mtb BioA inh	PfHsp40 yeast	Mtb FBA inh	Mtb UGM inh	GDH-TPI counter	FadD28 binding	BoNT-F LC inh	Anthrax LF inh2
O=C(NC(NC(=S)Nc1cc(Cl)ccc1Cl)C(Cl)(Cl)Cl)c1ccco1 (stereo unspecified)	-0.2	-0.1	1.5	-1	-1.5	-2	-10	-10	-3
COc1cccc(NC(=O)C2CCC(CNC(=O)[C@@H]3Cc4ccccc4CN3)CC2)c1 (stereo partly specified)	-0.6	0.7	-1.1	-1	-0.8	6	0.0	-5	-3
O=C(NCCOc1ccccc1)c1ccc2c(c1)S(=O)(=O)c1cc(Cl)ccc1C2=O	0.1	0.6	-0.1	1	2.4	-3	-2.4	-1	2
CC(C)OC(=O)Cn1cc(C#N)c2ccccc21	-0.4	x	-0.1	2	0.9	5	0.4	2	-10
Cc1nnc(SCC(=O)Nc2cc(S(=O)(=O)N3CCCC3)ccc2Cl)s1	1.3	1.1	1.0	2	-0.7	4	0.3	-1	-4
O=C(c1ccccc1F)N1CCN(c2ccc([N+](=O)[O-])c3ncccc23)CC1	0.6	x	0.9	-5	x	15	-3.8	2	0
CCOC(=O)C1=C(COC(=O)/C=C/c2cccc(F)c2)NC(=O)NC1C (stereo unspecified)	0.0	-2.0	1.8	-1	-0.3	6	-0.4	3	-6
C[C@@]12CC(=O)NC1N(C(=O)c1cccc(C(F)(F)F)c1)C(c1ccccc1OC(=O)c1cccc(C(F)(F)F)c1)C2 (stereo partly specified)	-0.4	-0.7	7.5	3	0.7	4	-3.4	-9	0
Cc1ccc(N2C(=O)N(CC(=O)Nc3cc(C)cc(C)c3)C(=O)C2C)cc1 (stereo unspecified)	-0.2	x	0.0	-1	-1.9	-2	-2.5	-3	-6
